KOR beta-arrestin-1: KOR antagonists, beta-arrestin recruitment, cell-based, luminescence, uHTS (AID 1778) | KOR beta-arrestin recruitment, luminescence, antagonist mode; higher % means a stronger effect | one-dose inhibition, % at 10 µM; IC50 in µM for titrated hits | Kappa-type opioid receptor (Homo sapiens) | 0.091% of 290,000 active; also: strong numbers were not always called active
NOD2 inhibition: NOD2 signaling inhibitors, cell-based, luminescence, uHTS, HEK293 (AID 1566); HEK293 NOD2/NF-kB luciferase reporter, luminescence; higher % means a stronger effect; inhibition, % at 4 µM; hits with a dose series show EC50 in µM; 0.63% of 290,000 active; also: many of its hits are not listed in these tables
GPR55 LPI antagonism: GPR55 antagonists blocking LPI-driven arrestin recruitment, primary screen, imaging, U2OS, beta-arrestin-GFP, LPI agonist (AID 2013). 0.13% of 290,000 active. U2OS GPR55 beta-arrestin-GFP translocation imaging, LPI antagonism; higher % means a stronger effect. inhibition, % at 10 µM, or IC50 in µM where a hit was titrated. G-protein coupled receptor 55 (Homo sapiens);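 active = spots per cell inhibited over 60%, with over 100 cells counted and total cytoplasm intensity under 500,000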;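 also: U2OS cells stably carrying GPR55 and arrestin-GFP stimulated by 5 µM LPI near EC80; imaged beta-arrestin-GFP aggregate spots per cell after agonist stimulation; plate controls were LPI-stimulated DMSO wells for no effect and DMSO wells without LPI for full effect; some results filed as inactive read as strong as hits; confirmed hits need IC50 under 10 µM and bright autofluorescent wells are also inconclusive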
GPR55 beta-arrestin: GPR55 agonists via beta-arrestin recruitment, primary screen, imaging, U2OS cells, beta-arrestin-GFP redistribution (AID 1961); G-protein coupled receptor 55 (Homo sapiens); U2OS GPR55 beta-arrestin-GFP redistribution imaging; higher % means a stronger effect; activation, % at 10 µM, or EC50 in µM where a hit was titrated; 0.048% of 290,000 active;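 active = activation above 40% with more than 50 cells counted in the well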;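 also: U2OS osteosarcoma cells stably expressing GPR55 and beta-arrestin-GFP; plate controls were DMSO negative control for no effect and LPI positive control for full effect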
NOD1 inhibition: NOD1 signaling inhibitors, primary screen, cell-based, luminescence, uHTS (AID 1578) | inhibition, % at 4 µM; hits with a dose series show EC50 in µM | NOD1-driven NF-kB luciferase reporter cells, luminescence; higher % means a stronger effect | 1% of 290,000 active; in the data active = inhibition mostly above about 36%, no sharp cut-off; inactive = mostly below about 34%;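 also: HEK-293T reporter cells stimulated with the NOD1 agonist gamma-tri-DAP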
HIV fusion peptide: inhibitors of HIV fusion peptide binding, primary screen, biochemical, uHTS, fluorescence dequenching (AID 1986). inhibition, % at 20 µM, or IC50 in µM where a hit was titrated. cell-free peptide binding, fluorescence dequenching, 30 min; higher % means a stronger effect. 0.3% of 290,000 active; in the data active = inhibition mostly above about 52%, no sharp cut-off; inactive = mostly below about 76%; also: some results filed as inactive read as strong as hits
Myeloid diff 2: induction of myeloid progenitor differentiation, primary screen, cell-based, flow cytometry, MLPCN library; AID 624256, 2012; ER-HoxA9 myeloid progenitors, lysozyme-GFP differentiation; calls only at 10 µM; 1% of 360,000 active;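 active = normalized GFP-positive differentiation at or above the plate's own cutoff, the solvent-only control mean plus 3 SD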;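 also: cells exposed to compound for four days before flow analysis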
GPR35 antagonists: GPR35 antagonists blocking zaprinast-driven arrestin recruitment, primary screen, imaging, U2OS, beta-arrestin-GFP, zaprinast agonist (AID 2058). 0.052% of 290,000 active. inhibition, % at 10 µM, or IC50 in µM where a hit was titrated. G-protein coupled receptor 35 (Homo sapiens). U2OS GPR35 beta-arrestin-GFP translocation imaging, zaprinast antagonism; higher % means a stronger effect;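 active = inhibition of at least 50% with at least 30 cells and total cytoplasm GFP at most 10,000,000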
KOR beta-arrestin-2: KOR agonists, beta-arrestin recruitment, primary screen, cell-based, luminescence, uHTS (AID 1777); KOR beta-arrestin recruitment, luminescence; higher % means a stronger effect; one-dose activation, % at 10 µM; EC50 in µM for titrated hits; 0.02% of 280,000 active; in the data active = activation above about 50%, passing the limit was not always enough; also: a part of the inactive calls stands beside numbers as strong as those of hits
Myeloid diff 2 GFP+ MAC1+ %: recorded beside Myeloid diff 2, whose call it bears; GFP+ MAC1+ double positive, %; measured here: differentiation confirmed by MAC1 staining
Numbers without * were called inactive; i = inactive; . = no result given; [ ] = another dose, or the depositor's remark. Rule as the data show it, unless noted: active = inhibition above about 50%; inactive = the rest. A portion of the library; count on the stated rates, not on these rows.

nr	compound	KOR beta-arrestin-1	NOD2 inhibition	GPR55 LPI antagonism	GPR55 beta-arrestin	NOD1 inhibition
1	Cc1ccccc1-c1nc(-c2ccc(Br)o2)no1	32.7%	-12.9%	-2.7%	0.7%	-2.2%
2	COc1cc(OC)cc(C(=O)OCC(=O)N(C)c2ccccc2)c1	-11.5%	-0.6%	-2.5%	0.7%	0.8%
3	CCC(=O)NCCc1nc2cc(NC(=O)c3ccco3)ccc2n1C	-4.4%	-30.7%	8.2%	-0.1%	31.1%
4	CCOC(=O)c1cnc2c(C#N)cnn2c1N	-34.4%	-0.8%	8.6%	-0.5%	-36.2%
5	Cc1ccnc(NS(=O)(=O)c2ccc(NC(=O)c3ccc(S(=O)(=O)N4CCCC4)cc3)cc2)n1	7.0%	15.5%	13.6%	0.2%	-1.9%
6	CCN(CC)S(=O)(=O)c1ccc(N2CCN(S(=O)(=O)c3ccccc3C#N)CC2)nc1	-20.8%	22.6%	3.0%	0.3%	-22.3%
7	Cc1ccccc1NC(=O)NCC1CCN(Cc2cccc(Cl)c2)CC1	-36.4%	1.5%	-1.7%	0.0%	-5.9%
8	CCn1c(C(C)NC(=O)c2ccccc2C)n[nH]c1=S (stereo unspecified)	-31.8%[20 µM]	-11.6%	4.2%	-0.1%	-41.3%

nr	HIV fusion peptide	Myeloid diff 2	Myeloid diff 2 GFP+ MAC1+ %	GPR35 antagonists	KOR beta-arrestin-2
1	-0.1%	i	0.7	-11.3%	-2.5%
2	-0.2%	i	2.4	3.4%	-2.2%
3	-1.9%	i	0.9	-7.8%	0.7%
4	-0.4%	i	0.3	-2.3%	1.0%
5	1.8%	i	0.2	-3.7%	-1.7%
6	6.7%	i	0.4	-0.3%	5.2%
7	-0.3%	i	0.2	-2.9%	1.0%
8	0.6%	i	0.5	-4.4%	.

Next part:
nr	compound	KOR beta-arrestin-1	NOD2 inhibition	GPR55 LPI antagonism	GPR55 beta-arrestin	NOD1 inhibition
9	COc1ccc(N=CC2=C(O)CC(C)(C)CC2=O)cc1OC	-15.1%	3.4%	-8.3%	-0.1%	-14.5%
10	COc1ccccc1CN1C[C@@H]2C[C@@H](C3=Cc4cc(Cl)ccc4OC3)N3CCC[C@@]23C1=O	2.6%	-13.7%	5.4%	-0.3%	-0.8%
11	Cc1nc(-c2ccc([N+](=O)[O-])cc2)sc1C(=O)O	-6.1%	-9.5%	6.9%	-0.2%	-30.0%
12	COc1ccc(C(=O)c2c[nH]c(C(=O)NCc3cccs3)c2)cc1	-1.1%	6.4%	5.4%	-0.1%	64.8%
13	O=C(/C=C/c1ccccc1Br)c1ccc2c(c1)OCO2	-5.4%	-24.3%	13.3%	1.9%	-20.0%
14	O=C(CO/N=C/c1ccccc1)N1c2ccccc2Oc2ccccc21	5.6%	17.6%	20.7%	0.0%	-19.7%
15	Cc1cccc(-n2c(=S)[nH]c3c(oc4ccccc43)c2=O)c1	37.3%	5.2%	6.5%	-0.3%	-20.5%
16	CCOC(=O)N1CCC(NC(=O)c2ccc3snnc3c2)CC1	30.5%	-7.6%	0.5%	-0.3%	-20.5%

nr	HIV fusion peptide	Myeloid diff 2	Myeloid diff 2 GFP+ MAC1+ %	GPR35 antagonists	KOR beta-arrestin-2
9	-0.4%	i	0.6	2.6%	3.9%
10	1.7%	i	0.4	14.6%	3.9%
11	-1.4%	i	0.4	4.4%	-4.7%
12	-0.9%	i	0.5	25.0%	-2.9%
13	-1.2%	i	0.9	10.1%	-0.9%
14	-0.1%	i	1.0	11.6%	0.2%
15	0.1%	i	0.5	.	-4.8%
16	1.9%	i	6.1	9.7%	-2.5%

(list continues)
nr	compound	KOR beta-arrestin-1	NOD2 inhibition	GPR55 LPI antagonism	GPR55 beta-arrestin	NOD1 inhibition
17	CCc1ccc(NC(=O)C(=O)NCC2CCCO2)cc1 (stereo unspecified)	0.8%	-30.5%	-5.8%	0.3%	-25.2%
18	Cc1cccc2cc3c(nc12)SC(=NCC1CCCO1)N(Cc1ccco1)C3 (stereo unspecified)	11.5%	-10.3%	13.7%	-0.1%	1.7%
19	O=S(=O)(NC1=NCCC1)c1cccc(NS(=O)(=O)c2ccc(OC(F)(F)F)cc2)c1	19.6%	5.9%	-2.3%	0.2%	-9.0%
20	CCOc1ccc(-c2c(C)n([O-])c3c([n+]2=O)CCCC3)cc1	15.9%	19.7%	-4.1%	-0.1%	16.4%
21	O=C(Nc1nc2nccc(-c3ccccc3)n2n1)c1ccc(F)cc1	4.5%	11.7%	6.9%	0.5%	4.9%
22	CCCOc1ccc(C(C)=O)cc1CSc1nc(O)cc(=O)[nH]1	12.5%	4.6%	-6.3%	0.3%	8.9%
23	Cc1cc(OC(C)C(=O)NCC2CCC(C(=O)O)CC2)c2c(C)c(C)c(=O)oc2c1 (stereo unspecified)	-0.3%[20 µM]	3.6%	-1.9%	-0.2%	-26.8%
24	O=C(c1cc(-c2ccc(O)cc2)on1)N1CCN(c2ccc(F)cc2)CC1	-19.4%[20 µM]	22.9%	6.5%	0.0%	-30.6%

nr	HIV fusion peptide	Myeloid diff 2	Myeloid diff 2 GFP+ MAC1+ %	GPR35 antagonists	KOR beta-arrestin-2
17	-0.9%	i	0.6	-3.7%	-2.4%
18	2.6%	i	0.4	-12.9%	1.4%
19	3.0%	i	0.4	-4.1%	8.0%
20	0.1%	i	0.3	16.3%	15.6%
21	-0.5%	i	0.4	9.1%	-4.5%
22	-1.8%	i	0.2	6.1%	-2.7%
23	0.7%	i	1.5	-8.0%	-0.8%
24	-0.8%	i	6.6	4.9%	-5.4%

Continuation:
nr	compound	KOR beta-arrestin-1	NOD2 inhibition	GPR55 LPI antagonism	GPR55 beta-arrestin	NOD1 inhibition
25	COCCNC(=O)c1ccccc1NC(=O)CCSc1ccccc1	3.3%	4.6%	19.4%	-0.3%	-29.9%
26	CCCN(CCC)C1=CC(=[N+]2CCCC2)CC(C)(C)C1	.	15.1%	12.1%	0.1%	31.7%
27	CCC(=O)Oc1cccc(C(=O)Nc2ccc(-c3nnc(-c4ccco4)o3)cc2)c1	28.2%	-67.5%	-1.1%	0.2%	-41.6%
28	O=C(Nc1ccc(Cl)cc1)Nc1nnc(-c2ccncc2)s1	-13.0%	-59.2%	-6.8%	1.0%	67.3%
29	Fc1ccccc1-c1csc(=Nc2cccnc2)n1CCCn1ccnc1	-28.1%	41.4%	9.9%	-0.4%	58.0%
30	Cc1cnc(C(=O)N2CCN(c3ccc(C(F)(F)F)cn3)CC2)cn1	28.6%	19.0%	-14.3%	0.0%	3.4%
31	CN1CCN(S(=O)(=O)c2ccc(Sc3nnc(-c4cccs4)n3-c3ccccc3)nc2)CC1	26.0%	2.6%	11.4%	-0.1%	-21.6%
32	O=c1c2ccccc2[nH]c2ccc(F)cc12	-6.3%	20.2%	4.8%	-0.4%	0.7%

nr	HIV fusion peptide	Myeloid diff 2	Myeloid diff 2 GFP+ MAC1+ %	GPR35 antagonists	KOR beta-arrestin-2
25	-0.1%	i	1.0	-12.1%	0.9%
26	0.5%	i	0.6	-2.4%	1.3%
27	-0.3%	i	2.3	6.7%	6.1%
28	-0.2%	.	.	-13.0%	6.7%
29	1.6%	i	0.5	-11.0%	-2.0%
30	-0.9%	i	0.3	-6.3%	3.1%
31	1.7%	i	0.6	-3.7%	-4.0%
32	0.4%	i	0.7	4.3%	10.2%

The last three entries of the part above are carried over, then new ones follow.
nr	compound	KOR beta-arrestin-1	NOD2 inhibition	GPR55 LPI antagonism	GPR55 beta-arrestin	NOD1 inhibition
30	Cc1cnc(C(=O)N2CCN(c3ccc(C(F)(F)F)cn3)CC2)cn1	28.6%	19.0%	-14.3%	0.0%	3.4%
31	CN1CCN(S(=O)(=O)c2ccc(Sc3nnc(-c4cccs4)n3-c3ccccc3)nc2)CC1	26.0%	2.6%	11.4%	-0.1%	-21.6%
32	O=c1c2ccccc2[nH]c2ccc(F)cc12	-6.3%	20.2%	4.8%	-0.4%	0.7%
33	CCCCCCCCCCCCCCCC[n+]1cccc2ccccc21	24.3%	13.5%	25.8%	0.7%	37.4%
34	COC(CN1C(=O)C(=O)/C(=C(/O)c2ccccc2)C1c1ccccn1)OC (stereo unspecified)	-6.5%[20 µM]	15.5%	4.2%	-0.1%	-22.7%
35	C=CCc1cc(Cl)ccc1OCCNCCN1CCOCC1	-22.2%	19.5%	7.8%	0.6%	-31.5%
36	Cc1ccc(NC(=O)CSc2ncc3ccccn23)cc1C	15.8%	-47.8%	-12.4%	-0.5%	-14.3%
37	CCCCC1=C([O-])C2N=CC=CC2=[N+](c2ccccn2)C1=O (stereo unspecified)	15.0%	2.3%	7.3%	0.0%	-29.9%
38	CC(C)C[C@H](NC(=O)N1CCn2c1nc1ccccc12)C(=O)NCc1ccc2c(c1)OCO2	.	14.9%	-11.9%	-0.2%	-18.7%
39	Cc1coc2cc3oc(=O)c(CCC(=O)NCCN4CCOCC4)c(C)c3cc12	0.4%[20 µM]	23.9%	-8.3%	0.2%	-8.0%
40	O=C(c1cccc(Oc2c(Cl)cccc2[N+](=O)[O-])c1)N1CCOCC1	-4.3%	16.0%	-6.0%	0.3%	-12.7%

nr	HIV fusion peptide	Myeloid diff 2	Myeloid diff 2 GFP+ MAC1+ %	GPR35 antagonists	KOR beta-arrestin-2
30	-0.9%	i	0.3	-6.3%	3.1%
31	1.7%	i	0.6	-3.7%	-4.0%
32	0.4%	i	0.7	4.3%	10.2%
33	-14.6%	.	.	3.6%	4.5%
34	0.9%	i	0.2	16.7%	-3.3%
35	0.2%	i	0.1	3.0%	-3.1%
36	0.9%	i	0.0	5.9%	-2.1%
37	-0.7%	i	1.2	-8.9%	2.4%
38	-3.2%	i	0.8	5.1%	.
39	0.5%	i	3.2	-1.3%	-4.5%
40	-1.0%	i	1.4	-10.5%	13.9%

Next part.
nr	compound	KOR beta-arrestin-1	NOD2 inhibition	GPR55 LPI antagonism	GPR55 beta-arrestin	NOD1 inhibition
41	Nc1ccccc1C(O)(Cc1ccccc1)c1ccccc1 (stereo unspecified)	28.3%	8.2%	1.4%	-0.1%	-5.7%
42	COC(=O)c1cc2sccc2n1Cc1ccc(C)cc1	42.7%	9.0%	10.5%	-0.1%	2.7%
43	O=C(O)c1nccnc1C(=O)NCc1csc2ccc(Cl)cc12	-19.8%	25.0%	4.3%	-0.2%	-9.8%
44	O=C(NCc1ccccc1)c1ccc(-c2ccccc2F)o1	20.1%	-71.0%	9.0%	-0.1%	-35.7%

nr	HIV fusion peptide	Myeloid diff 2	Myeloid diff 2 GFP+ MAC1+ %	GPR35 antagonists	KOR beta-arrestin-2
41	-1.0%	i	0.5	25.4%	-5.6%
42	1.5%	i	1.4	-7.0%	-2.3%
43	2.6%	i	0.2	5.7%	1.4%
44	1.4%	i	8.1	1.7%	-2.2%

Screening data: PubChem, several laboratories
